Screens deposited in PubChem by several laboratories.
ERb coact inh – inhibitors of ERβ-SRC1 coactivator interaction, primary screen, biochemical, TR-FRET, ERβ LBD, SRC-1 peptide. Estrogen receptor beta (Homo sapiens), Q92731. TR-FRET ER-beta LBD / SRC1-Cy5 peptide binding; receptor agonist-loaded with 1 µM estradiol. inhibition, % at 25.6 µM. hit rate 1.3% among 86,000;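 active = compounds whose percent inhibition of the receptor-coactivator binding signal exceeds about 50% in the single-dose screen, limit read from the data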;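 also: 0% = receptor plus peptide wells without compound and 100% = peptide-only wells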
IL1B cytotox – cytotoxicity in IL-1B stimulated HUVEC, primary screen, cytotoxicity control for IL-1B NFkB translocation project, imaging, Hoechst nuclear count, IL-1B stimulus | HUVEC cell count loss | cell count reduction, % at 2 µM | hit rate 0.41% among 94,000;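 active = cell count reduction more than 3 SD above the screen-wide mean, cut at about 70% in these data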;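 also: normalized per plate to untreated control cells as the no-loss baseline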
sEH inh – soluble epoxide hydrolase inhibitors, primary screen, biochemical, human sEH; Bifunctional epoxide hydrolase 2 (Homo sapiens), P34913; AID 707, 2007; recombinant human sEH enzymatic activity assay; hit rate 0.34% among 91,000; inhibition, % at 2 µM; in the data active = inhibition above about 80%; also: values of inactives mirror those of a sister screen read the other way; many of its hits are not listed in these tables
Target sequence (P34913 whole entry, looked up): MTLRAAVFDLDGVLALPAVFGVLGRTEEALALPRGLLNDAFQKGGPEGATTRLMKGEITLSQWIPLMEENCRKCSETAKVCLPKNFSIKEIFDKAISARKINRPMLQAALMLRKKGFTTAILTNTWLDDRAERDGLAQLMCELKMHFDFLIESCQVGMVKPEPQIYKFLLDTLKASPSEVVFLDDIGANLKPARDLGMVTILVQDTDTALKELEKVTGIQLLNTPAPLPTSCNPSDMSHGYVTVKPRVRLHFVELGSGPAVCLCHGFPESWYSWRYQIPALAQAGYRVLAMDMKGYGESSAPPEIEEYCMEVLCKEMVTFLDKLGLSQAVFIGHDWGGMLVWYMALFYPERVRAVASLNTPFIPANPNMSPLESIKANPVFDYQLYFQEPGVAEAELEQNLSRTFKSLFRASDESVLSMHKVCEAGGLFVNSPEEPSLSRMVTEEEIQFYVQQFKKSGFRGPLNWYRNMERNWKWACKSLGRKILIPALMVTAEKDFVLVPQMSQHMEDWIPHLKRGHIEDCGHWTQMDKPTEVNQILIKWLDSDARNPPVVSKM
TNFa cytotox – cytotoxicity in TNFa-stimulated HUVEC, primary screen, cytotoxicity control for VCAM1 expression modulator project, imaging, Hoechst nuclei count; HUVEC TNFalpha-stimulated, Hoechst cell count; cell count reduction, % at 2 µM; hit rate 0.17% among 93,000;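 active = cell count reduction exceeding the screen mean by over 5 SD, scaled to untreated wells per plate, cut at about 78% in these data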;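 also: cells counted after 24 h of TNF alpha exposure following the 1 h pretreatment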
sEH act – soluble epoxide hydrolase activators, primary screen, biochemical, human sEH | Bifunctional epoxide hydrolase 2 (Homo sapiens), P34913 | purified human sEH enzymatic activity, activator screen | activation, % at 2 µM | hit rate 0.04% among 91,000 | AID 717, 2007; in the data active = activation above about 37%; also: values of inactives mirror those of a sister screen read the other way
cytoskel mod – modifiers of F-actin cytoskeleton organization, primary screen, imaging, HUVEC, phalloidin staining, high-content imaging | HUVEC TNFa F-actin phalloidin imaging | inhibition, % at 2 µM | hit rate 0.18% among 91,000 | AID 836, 2007;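 active = inhibition above the batch mean plus 3 SD and confirmed as a hit by visual image inspection, cut at about 30% in these data, passing the limit was not always enough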; also: strong numbers were not always called active
Candida biofilm – clotrimazole potentiators killing Candida biofilms, primary screen, with clotrimazole, Alamar Blue | AID 834, 2007 | inhibition, % at 6 µM | hit rate 0.14% among 85,000 | C. albicans biofilm + clotrimazole;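 active = inhibition above 20%; inactive = inhibition below 20%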;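 also: preformed 24 hr biofilms exposed to compound for 48 hr; 0% = biofilm without compound and 100% = blank killed by clotrimazole plus chlorhexidine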
Smad3 FoxH1 inh – Smad3/FoxH1 peptide binding inhibitors, primary screen, biochemical, TR-FRET. Mothers against decapentaplegic homolog 3 (Homo sapiens), P84022. TR-FRET Smad3/Dy647-FoxH1 peptide binding, europium anti-His. inhibition, % at 25 µM. hit rate 0.29% among 88,000. AID 630, 2007;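 active = compounds that reduce the energy-transfer binding signal between the protein and its labelled peptide by more than half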;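 also: 0% = Smad3 plus labelled peptide maximal FRET and 100% = peptide-only background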
Target sequence (P84022 whole entry, looked up): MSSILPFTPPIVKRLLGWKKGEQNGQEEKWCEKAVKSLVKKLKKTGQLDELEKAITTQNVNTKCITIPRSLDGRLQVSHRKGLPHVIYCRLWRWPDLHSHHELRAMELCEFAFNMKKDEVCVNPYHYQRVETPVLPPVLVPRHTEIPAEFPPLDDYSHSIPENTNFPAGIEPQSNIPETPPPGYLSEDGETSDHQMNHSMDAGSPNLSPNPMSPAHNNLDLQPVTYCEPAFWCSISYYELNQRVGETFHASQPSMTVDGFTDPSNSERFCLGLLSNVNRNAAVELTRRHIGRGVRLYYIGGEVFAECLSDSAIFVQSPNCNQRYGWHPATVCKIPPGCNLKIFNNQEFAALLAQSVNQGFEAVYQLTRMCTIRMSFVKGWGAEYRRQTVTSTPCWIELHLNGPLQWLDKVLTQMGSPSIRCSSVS
VCAM1 TNFa inh – inhibitors of TNFa-induced VCAM1 expression, primary screen, imaging, HUVEC, TNFa stimulus, immunofluorescence; AID 802, 2007; hit rate 0.48% among 95,000; HUVEC TNFa-induced VCAM-1 immunofluorescence, high-content imaging; inhibition, % at 2 µM;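 active = inhibition above the batch mean plus 3 SD, with images confirmed as a hit by eye, cut at about 37% in these data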;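 also: 0% = TNF-stimulated DMSO wells and 100% = unstimulated control wells; not every result past the cut was called active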
The depositor's hits bear a star; x = not tested or not shown; [ ] = another dose, or the depositor's remark.

Order of results: ERb coact inh	IL1B cytotox	sEH inh	TNFa cytotox	sEH act	cytoskel mod	Candida biofilm	Smad3 FoxH1 inh	VCAM1 TNFa inh
CCOc1cccc(CNc2ccc(O)cc2)c1OCc1ccc(Cl)cc1
  x	-18	-2	-17	3	1	x	x	14
COc1ccccc1CNC(=O)COC(=O)c1cc(-c2ccco2)nc2ccccc12
  x	-16	13	-17	-11	6	x	x	11
CC(Cc1c[nH]c2ccccc12)NC(=O)C1CCCNC1=O (stereo unspecified)
  3[fluorescence artefact?]	2	-16	-34	15	-9	3	5	-1
O=C1Nc2ccccc2/C1=N\c1sc2c(c1C(=O)Nc1ccccc1)CCCC2
  40[fluorescence artefact?]	-13	1	-20	4	7	x	-8	2
O=C(CN1CCC(Cc2ccccc2)CC1)NC(=O)NCc1ccco1
  3	-3	x	45	x	-8	5	-4	24
Cc1nc(NC(=O)CCCC(=O)Nc2nc(C)c(C)s2)sc1C
  4	9	7	2	-4	8	-2	-4	19
COc1ccc(Br)cc1CN1CCCCCCC1
  -17[fluorescence artefact?]	6	9	-10	-6	-7	9	5	30
COc1ccc(-c2c(C(C)=O)c(C)nc3sc4c(=O)n(-c5ccc(C)cc5)nnc4c23)cc1
  x	-5	-1	-15	-2	13	x	x	12
Cc1onc(-c2ccccc2)c1C(=O)Nc1cccnc1
  18	-55	8	-21	-7	16	9	11[fluorescence artefact?]	14
CCOC(=O)c1ccc(NC(=O)C(C)N2C(=O)c3ccccc3C2=O)cc1 (stereo unspecified)
  -7	-48	x	-12	x	13	0	4	-5
CCc1ccc(CNC(=O)C2CC(=O)N(CCc3ccc(C)cc3)C2)cc1 (stereo unspecified)
  -12	-2	30	-32	-28	-7	9	-1	-17
O=C(O)c1cnc(-c2ccccc2)nc1Sc1ccccc1
  x	-21	10	-10	-8	24	x	x	-8
CCC(C)(C)n1nnnc1C(c1cc2cc3c(cc2[nH]c1=O)OCO3)N1CCCCC1 (stereo unspecified)
  2	6	4	28	-6	-27	4	0	14
CCOC(=O)N1CCN(C(=S)NC)CC1
  -10	18	3	-10	-3	2	0	-3	9
CCCCc1c(CCC)c(=N)c2ccccc2n1C
  -13	-10	-5	-5	6	13	4	3	-8
Clc1ccc(Cn2cc(/C=N/n3cnnc3)c3ccccc32)c(Cl)c1
  26	1	5	-5	-3	-8	5	1	-3
COc1ccc(-c2cc(C(=O)Nc3cc(C)nn3-c3ccccc3)no2)cc1
  8[fluorescence artefact?]	-3	-12	-12	16	18	4	11[fluorescence artefact?]	-3
O=C1NN=C(c2ccc(Cl)cc2)CC1c1cccc(Cl)c1 (stereo unspecified)
  -5	-4	1	-23	-1	-3	5	5	9
NC/C(=N\O)c1ccc(Cl)cc1Cl
  -11	-5	3	-9	-1	-11	5	-2	-14
Cc1ccc2c(c1)n([O-])c1c([n+]2=O)CCCC1
  x	-18	-2	-14	4	6	x	x	21
COc1ccc(-n2nc(C(=O)Nc3ccc(OC)c(OC)c3)c3c4ccccc4n(C)c3c2=O)cc1
  12	2	-12	-13	11	-6	3	10	11
CCC(C)(C)n1nnnc1CN(Cc1ccco1)Cc1cc2cc3c(cc2[nH]c1=O)OCO3
  -14[fluorescence artefact?]	-28	2	-10	-2	12	4	0	17
O=C(CCN1C(=O)c2ccccc2C1=O)N1CCCCCC1
  -8	-9	8	2	-8	-9	6	-6	-4
CC(C)Sc1oc(-c2ccco2)nc1S(=O)(=O)c1ccccc1
  x	5	8	-17	-7	13	x	x	8
Cn1c(=N)n(CC(=O)O)c2ccccc21
  -6	-4	7	-9	-9	-5	-4	0	-2
O=C1CC(c2ccc(F)cc2)Cc2nc(NCc3ccco3)ncc21 (stereo unspecified)
  2	-45	-7	-35	5	-16	0	-15	4
CCCN1C(=O)CC(C(=O)OC)=C1C
  -3	-53	-16	-14	18	-14	3	-2	11
Cn1c(=O)[nH]c(=O)c2c1nc(CN1CCN(c3ccc(F)cc3)CC1)n2CCc1ccccc1
  -6[fluorescence artefact?]	7	9	-35	-6	-3	4	15[fluorescence artefact?]	-8
Cc1ccn2c(C(=O)N/N=C\c3cccs3)c(C)nc2c1
  x	-12	12	-18	-12	23	x	x	17
COc1ccc(C/C(O)=C(\C#N)c2nc3ccccc3s2)cc1
  0	-17	-10	3	9	2	6	13	21
O=C(CN1CCN(Cc2ccccc2Cl)C1=O)NCC1CCCO1 (stereo unspecified)
  -12	-2	3	-8	1	5	1	10[fluorescence artefact?]	23
Cc1csc(NC(=O)C2COc3ccccc3O2)n1 (stereo unspecified)
  1	30	0	28	2	0	-5	-6	12
CC(=O)NC1C(=O)N=C(SCC(=O)NCc2ccccc2)NC1=O (stereo unspecified)
  -6[fluorescence artefact?]	-15	13	-41	-8	16	10	10	-6
N#CCCn1nnc(-c2ccccc2F)n1
  19	0	1	-46	1	16	7	1[fluorescence artefact?]	-29
O=C(CNC(=O)c1ccccc1)NCC1COc2ccccc2O1 (stereo unspecified)
  -20	-60	3	-21	-2	10	6	1	2
O=C(COC(=O)c1ccc(Cl)s1)c1cc2ccccc2o1
  x	-33	9	0	-6	8	x	x	-24
CC(NC(=O)c1cc2ccccc2o1)c1cccs1 (stereo unspecified)
  -9	-4	-1	3	1	-19	2	2	13
Cc1ccccc1N1C(=O)c2cccc3c(N(C)CCO)ccc(c23)C1=O
  6	-58	-14	-47	16	25	5	3[fluorescence artefact?]	-24
Cc1ccc2nc3c(cc2c1)c(NC(=O)C1CCCO1)nn3CC(C)C (stereo unspecified)
  -11	-98	-6	11	5	-9	6	0	15
CC(C)NC(=O)C1CCCN(S(=O)(=O)c2ccc(-n3cnnn3)cc2)C1 (stereo unspecified)
  x	-17	8	-25	-10	-13	x	x	5
CCc1ccc(/C=C/C(=O)c2c(C)cc(C)[nH]c2=O)cc1
  x	-1	0	-25	3	51	x	x	0
CCCCn1c(=O)[nH]c(=O)c2c1nc(COC(=O)c1c(C)noc1C)n2CCC
  9	-3	8	-18	-8	-20	5	1	5
Cc1onc(-c2c(Cl)cccc2Cl)c1C(=O)c1c[nH]c(C(=O)NC2CC2)c1
  x	19	2	-32	-3	-32	x	x	16
CC1(C)Cc2c(c(-c3ccccc3)[nH]c(=O)c2C#N)CS1
  3[fluorescence artefact?]	36	-8	-10	10	1	5	4	-4
COc1ccc(Cl)cc1NC(=S)N1CCN(c2ccccn2)CC1
  x	18	4	0	-5	5	x	x	-13
O=C(NCC(=O)N(Cc1ccco1)C(C(=O)NC1CCCCC1)c1cccnc1)c1ccco1 (stereo unspecified)
  -11	-46	x	-19	x	9	0	4	7
CCOC(=O)C(Cc1ccc(NC(=O)/C(=C/c2ccc(OC(C)=O)cc2)NC(C)=O)cc1)N1C(=O)c2ccccc2C1=O (stereo unspecified)
  x	-119	7	-9	-9	9	x	x	-40
O=C(COC(=O)c1cccc(S(=O)(=O)N2CCN(c3ccccc3)CC2)c1)NCc1ccco1
  48[fluorescence artefact?]	7	-2	-25	1	19	4	4	-9
COc1cc(C2Nc3cc(Cl)c(S(N)(=O)=O)cc3S(=O)(=O)N2)cc(OC)c1OC (stereo unspecified)
  -9	-10	-12	-19	13	3	-1	8	-65
Cc1occc1-c1nnc(SCC(=O)c2ccc(Cl)cc2)n1CC1CCCO1 (stereo unspecified)
  2	14	-14	-8	15	-6	3	12	-1
CC(C)NC(=O)CSc1nnc(COc2ccccc2Cl)o1
  -10	0	11	-9	-8	-10	5	17	7
CC1CC2(CCCCC2)Nc2ccc3ccccc3c21 (stereo unspecified)
  -17	7	-7	-19	8	-2	5	0	-16
O=C(Cc1ccc(F)cc1)NCCc1ccccc1
  -7	-1	-1	20	-3	-15	11	14	14
Cc1cc(C)n(-c2nc3c(c(=O)[nH]c(=O)n3C)n2CC(O)COc2ccc(Cl)cc2Cl)n1 (stereo unspecified)
  -11	-34	2	16	-5	-14	4	1	6
COc1ccc(CN(C(=O)c2oc3ccccc3c2C)C2CCS(=O)(=O)C2)cc1 (stereo unspecified)
  0	-1	0	x	-1	x	7	2	x
CC1(C)C(c2cccs2)=[N+]([O-])C2(CCCCC/C2=N\NC(N)=S)N1O (stereo unspecified)
  -3	10	-10	-6	12	7	-3	-4	3
O=C(CSCc1ccc(Cl)cc1)N1CCCCC1
  -1[fluorescence artefact?]	-7	2	-32	-4	x	2	-9	-8
CSc1ccc(N2C(=O)NC3(CCCCC3)C2=O)cc1
  -2	-10	11	x	-10	-2	6	-6	x
O=C(Nc1nc2nc(-c3ccccc3)cc(-c3ccccc3)n2n1)c1ccco1
  x	15	-15	9	15	-11	x	x	-19
O=C(Nc1cccnc1)c1ccc(F)cc1
  -13	0	2	-18	-1	2	5	0	0

More compounds follow.
Order of results: ERb coact inh	IL1B cytotox	sEH inh	TNFa cytotox	sEH act	cytoskel mod	Candida biofilm	Smad3 FoxH1 inh	VCAM1 TNFa inh
COc1ccc(N(CC(=O)Nc2ccc(S(=O)(=O)N3CCOCC3)cc2)S(=O)(=O)c2ccccc2)cc1
  x	11	25	-20	-23	-4	x	x	8
Cc1ccc(NC(=O)Cn2c(=O)n(Cc3ccco3)c(=N)c3c4c(sc32)COC(C)(C)C4)cc1
  -9	-15	x	-27	x	19	6	10[fluorescence artefact?]	7
Cc1cc(SC(C)C(=O)Nc2c(C)n(C)n(-c3ccccc3)c2=O)nc2ccccc12 (stereo unspecified)
  -8	-17	4	-11	-1	24	5	-3	3
Cc1ccc(S(=O)(=O)NC(C)(C)CSc2nnc(Nc3ccccc3)s2)cc1
  2	6	14	-6	-12	-4	5	0	-6
Cc1cc(C(=O)COc2ncnc3sccc23)c(C)n1C1CC1
  18	-13	x	-25	x	-6	4	4	-13
O=C(OCCCN1C(=O)c2ccccc2C1=O)c1ccco1
  -6	-6	-2	-34	3	4	-3	-7	8
CC1=CC(C)(C)Nc2ccc(C)cc21
  -2[fluorescence artefact?]	-11	-5	-11	4	-7	8	73*	1
COc1cc(CNCc2ccccn2)ccc1OCC(N)=O
  x	-18	-3	24	4	-2	x	x	-14
CC(C)CN(C(=O)COC(=O)C1c2ccccc2Oc2ccccc21)C1CCS(=O)(=O)C1 (stereo unspecified)
  -5	-7	-6	-27	5	2	4	1	5
O=C(Nc1ccc2c(c1)OCO2)N1CCN(C/C=C/c2ccccc2)CC1
  -1	-10	9	-38	-10	-12	7	-7	16
CC(C)(C)C(=O)Cn1ncc(NC2CC2)c(Br)c1=O
  x	-21	-2	-21	4	44	x	x	11
O=C(Nc1nnc(COc2ccc(Cl)cc2)s1)c1cccs1
  2	-18	-2	18	-1	-3	8	-9	12
O=C(O)c1cc(S(=O)(=O)N2CCCCCC2)c(Cl)cc1Cl
  -5	-41	2	-54	0	20	6	2	-8
CCS(=O)(=O)N1CCN(C(=O)c2ccco2)CC1
  -3	-2	-5	-14	7	9	4	3	0

A portion of the library; rates above refer to the full screens.
